# NCOA1 inh = SRC1 coactivator transcriptional activity inhibitors, primary screen, cell-based, luminescence; HEK293 GAL4-SRC1 luciferase reporter; inhibition, % at 3.6 µM; 360,000 compounds, 0.12% hits; AID 588354, 2011;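 active = inhibition above the campaign mean plus 3 SD, with each screening campaign given its own cutoff, cut at about 60% in these data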;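 also: 0% = DMSO treated cells and 100% = gossypol at 36 µM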
# TWEAK Fn14 block = inhibitors of TWEAK-Fn14 signaling, primary screen, luciferase reporter cells, uHTS | AID 1159606, 2016 | TWEAK-stimulated Fn14 reporter cells, luciferase luminescence, 8 h | inhibition, % at 10 µM | 360,000 compounds, 2% hits; in the data active = inhibition above about 50%
# LRH-1 inv ag = LRH-1 (NR5A2) inverse agonists, primary screen, cell-based, luminescence, HEK293T, StAR-luciferase reporter; Nuclear receptor subfamily 5 group A member 2 (Homo sapiens), O00482; LRH-1 transfected, 24 h; inhibition, % at 3.6 µM; 360,000 compounds, 0.13% hits; AID 602396, 2012;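 active = inhibition above the mean inhibition of all tested compounds plus 3 SD, cut at about 73% in these data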;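 also: 0% = DMSO wells and 100% = reporter-only cells lacking LRH-1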
# NR2F2 inh = NR2F2 transcriptional activity inhibitors, primary screen, cell-based, luciferase reporter, HEK293T, luminescence; COUP transcription factor 2 (Homo sapiens), P24468; 370,000 compounds, 0.7% hits; HEK293T NGFI-A luciferase reporter; inhibition, % at 8.6 µM;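 active = inhibition above a per-plate cutoff, mean inhibition of test wells between control levels plus 3 SD, cut at about 38% in these data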;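 also: cells cotransfected with COUP-TFII expression vector driving the NGFI-A reporter; 0% = median of COUP-TF2 test wells and 100% = reporter-only cells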
# CF NFkB inh = inhibitors of PAF-induced NF-kB signaling, primary screen, cell-based, GFP fluorescence, uHTS | KKLEB NF-kB-GFP reporter, GFP fluorescence overnight | 360,000 compounds, 0.86% hits | AID 588850, 2011 | inhibition, % at 5 µM;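 active = at least 50% inhibition at 5 µM, scaled per plate between neutral and stimulator controls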;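 also: PAF is a Pseudomonas aeruginosa culture filtrate used as stimulus; plate controls were PAF-stimulated DMSO wells for no effect and unstimulated DMSO wells for full effect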
# TROY NFkB inh = inhibitors of TROY-driven NF-kB signaling, primary screen, Q293 LMP1-TROYcd cells, NF-kB luciferase, uHTS | 360,000 compounds, 0.98% hits | inhibition, % at 10 µM | AID 1347056, 2019 | Q293 LMP1-TROYcd NF-kB luciferase reporter, 4 h;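 active = compounds whose plate-normalised and pattern-corrected inhibition of the luciferase reporter signal at the single screening dose is 50% or more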
# NCOA2 inhibitor = inhibition of GAL4-SRC2 driven luciferase reporter, primary screen, SRC2 inhibitor project, cell-based, luminescence; AID 651957, 2012; inhibition, % at 9 µM; 370,000 compounds, 0.17% hits; Nuclear receptor coactivator 2 (Homo sapiens), Q15596; HEK293 GAL4-SRC2 luciferase reporter;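 active = inhibition above the mean inhibition of all tested compounds plus 3 SD, set per campaign, cut at about 52% in these data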;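 also: 0% = DMSO treated cells and 100% = cells given Gossypol at 36 µM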
# Target sequence (Q15596 whole entry, looked up, the tested form may be a part): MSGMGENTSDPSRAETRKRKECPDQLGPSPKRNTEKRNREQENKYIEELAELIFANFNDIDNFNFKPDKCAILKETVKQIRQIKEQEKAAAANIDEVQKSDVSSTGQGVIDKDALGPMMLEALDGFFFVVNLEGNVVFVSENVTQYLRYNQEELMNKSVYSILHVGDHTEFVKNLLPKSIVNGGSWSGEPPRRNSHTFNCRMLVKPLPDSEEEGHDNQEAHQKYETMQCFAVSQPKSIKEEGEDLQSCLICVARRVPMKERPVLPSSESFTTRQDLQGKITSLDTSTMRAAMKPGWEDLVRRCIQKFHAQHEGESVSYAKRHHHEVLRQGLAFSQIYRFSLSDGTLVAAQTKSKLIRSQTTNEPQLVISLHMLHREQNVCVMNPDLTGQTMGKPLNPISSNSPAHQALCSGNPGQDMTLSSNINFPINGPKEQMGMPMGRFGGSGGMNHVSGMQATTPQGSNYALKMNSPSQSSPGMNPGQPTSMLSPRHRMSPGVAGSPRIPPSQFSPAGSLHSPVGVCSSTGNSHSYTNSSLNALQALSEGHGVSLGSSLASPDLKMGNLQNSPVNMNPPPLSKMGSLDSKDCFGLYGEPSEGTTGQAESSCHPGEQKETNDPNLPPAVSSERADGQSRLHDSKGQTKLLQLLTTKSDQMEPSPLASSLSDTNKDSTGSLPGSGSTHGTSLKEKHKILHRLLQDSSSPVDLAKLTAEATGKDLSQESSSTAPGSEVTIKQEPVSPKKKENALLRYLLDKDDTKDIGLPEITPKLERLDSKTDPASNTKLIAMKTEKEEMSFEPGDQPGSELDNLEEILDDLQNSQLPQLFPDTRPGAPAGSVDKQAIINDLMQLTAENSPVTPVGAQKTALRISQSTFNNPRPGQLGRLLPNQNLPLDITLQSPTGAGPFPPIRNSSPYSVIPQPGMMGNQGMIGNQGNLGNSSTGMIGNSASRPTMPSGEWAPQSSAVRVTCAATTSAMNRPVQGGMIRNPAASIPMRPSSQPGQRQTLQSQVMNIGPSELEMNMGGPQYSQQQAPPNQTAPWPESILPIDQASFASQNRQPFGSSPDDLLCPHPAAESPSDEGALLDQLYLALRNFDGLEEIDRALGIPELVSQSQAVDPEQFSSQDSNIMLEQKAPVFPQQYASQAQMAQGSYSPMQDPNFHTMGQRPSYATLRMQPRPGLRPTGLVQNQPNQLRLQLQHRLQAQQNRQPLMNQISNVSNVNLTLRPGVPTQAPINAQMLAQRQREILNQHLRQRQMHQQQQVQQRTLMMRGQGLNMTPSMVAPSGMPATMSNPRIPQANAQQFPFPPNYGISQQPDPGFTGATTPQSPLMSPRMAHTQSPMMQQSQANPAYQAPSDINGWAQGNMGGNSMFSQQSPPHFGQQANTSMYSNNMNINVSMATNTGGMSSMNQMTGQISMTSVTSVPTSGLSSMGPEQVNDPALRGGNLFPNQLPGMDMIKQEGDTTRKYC
# TRAIL sens C8 = viability loss with TRAIL in NB7+C8 cells, primary screen, TRAIL sensitizer project, cell-based, ATPlite luminescence | inhibition (viability loss, TRAIL sensitization), % at 10 µM | 360,000 compounds, 1% hits;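 active = compounds causing at least 50% loss of cell viability in the single-dose screen, relative to plate controls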
# EBV LMP1 NFkB = EBV LMP1-driven NF-kappaB luciferase reporter inhibitors, primary screen, cell-based, luminescence, single point; LMP1-induced NF-kappaB luciferase reporter cells; inhibition, % at 12.5 µM; 350,000 compounds, 0.69% hits; AID 504558, 2011; in the data active = inhibition above about 41%;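 also: 0% = neutral control wells and 100% = reference inhibitor control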
# KKLEB tox = cytotoxicity in KKLEB CF airway cells, primary screen, cytotoxicity control for CF NF-kB inhibitor project, cell-based, uHTS, fluorescence assay plates | AID 602141, 2011 | KKLEB CF airway cells viability, ATPlite luminescence, overnight; hits give low values; cells stimulated with P. aeruginosa culture filtrate | 360,000 compounds, 0.36% hits | activity change (cytotoxicity), % at 5 µM;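 active = corrected activity change at or below -50% at 5 µM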
# NCOA3 inh = SRC3 coactivator transcriptional activity inhibitors, primary screen, cell-based, luminescence | HEK293 GAL4-SRC3 luciferase reporter | inhibition, % at 3.6 µM | 360,000 compounds, 0.17% hits;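 active = inhibition above a per-campaign cutoff, the mean of all compounds plus 3 SD, cut at about 60% in these data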;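 also: 0% = DMSO-treated cells and 100% = gossypol-treated cells at 36 µM; higher means less SRC3-driven luciferase light from the GAL4 reporter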
# * hit, by the source's call; nt = not tested or not shown. Rows are unselected; about 4.2% have a hit in one of these screens.
Structure	NCOA1 inh	TWEAK Fn14 block	LRH-1 inv ag	NR2F2 inh	CF NFkB inh	TROY NFkB inh	NCOA2 inhibitor	TRAIL sens C8	EBV LMP1 NFkB	KKLEB tox	NCOA3 inh
CCOC(=O)c1c(NC(=O)CSc2nncs2)sc(C)c1-c1ccccc1	-12	27	14	22	9	31	2	20	8	0	14
CCOC(=O)/C(C#N)=C/c1ccc(N2CCCCC2)cc1	-85	-4	-104	-39	-33	-15	-46	8	-2	6	-69
Cc1cc(=O)c2ccc(Cl)cc2[nH]1	2	0	-11	1	2	-7	20	1	0	4	7
COc1cccc(CC(=O)Nc2nc3ccccc3[nH]2)c1	0	11	-26	13	-12	-23	26	40	3	5	3
CC(C)[C@@H]1O[C@H](CCc2ccccc2)CC2=C1C(=O)OC(C)(C)O2	nt	-2	16	1	nt	4	-6	1	nt	nt	nt
CCOC(=O)N1CCN(C(=O)c2c[nH]c3ccc(S(=O)(=O)N(C)c4ccccc4C)cc3c2=O)CC1	7	2	-2	8	-20	7	4	-37	-4	13	-19
Cc1ccc(NC(=O)c2cc3cccc([N+](=O)[O-])c3[nH]2)cc1	-92	-5	-136	0	-6	-16	-59	6	-41	10	-82
CCc1ccccc1OCC(=O)NCC1COc2ccccc2O1 (stereo not drawn)	0	-20	-1	-13	-2	-18	16	-4	6	-17	9
COc1cc(OC)cc(-c2c(C#Cc3ccsc3)c3cc(-c4ccc(SC)cc4)ccc3n2C)c1	-8	-18	-10	9	25	-12	-2	-3	5	0	4
CS(=O)(=O)N1CCN(c2ccc(C(=O)N3CCOCC3)cc2[N+](=O)[O-])CC1	4	-13	4	2	-7	5	-13	2	-11	0	6
O=C(Nc1ccnn1C1CCN(Cc2ccc(CO)o2)CC1)c1ccc2c(c1)OCO2	-1	-6	8	2	-33	2	-14	-25	1	12	11
CCc1cccc(CC)c1NC(=O)CCCSc1nc2ccccc2s1	4	32	-12	-11	2	30	-1	12	-13	-18	4
COc1ccc(CC(=O)NNC(=O)COc2ccc3ccccc3c2)cc1	-40	13	-16	5	-8	-7	3	3	6	10	13
CC(Sc1nnc(-c2ccccc2F)n1C1CC1)C(=O)NC(N)=O (stereo not drawn)	-5	23	1	-6	-19	7	3	1	2	-3	7
C=CCN(CC=C)S(=O)(=O)c1ccc2nsnc2c1	7	21	0	16	8	16	-5	14	0	-13	11
COc1cccc(N(CC(=O)NCc2cccnc2)S(C)(=O)=O)c1	-15	9	12	6	6	1	-14	6	-3	-4	-3
CCCCCC(=O)N1CCCC1	-24	-5	-5	22	4	-12	23	-2	3	-4	0
CCCc1nc(SCC(=O)N2CCN(c3ccccc3)CC2)c2c(=O)n(C)c(=O)n(C)c2n1	1	16	10	-3	28	19	-8	-4	-9	-3	-35
COc1ccc2c(c1)sc(N)[n+]2Cc1cc(C)cc2cccnc12	12	-6	29	-13	16	20	31	-5	22	-30	15
COc1ccc(/C=N/NC(=O)C(=O)NCc2cccnc2)cc1OC	-2	28	4	8	13	17	-12	8	4	3	12
CC(=O)NC(C)C12CC3CC(CC(C(=O)O)(C3)C1)C2 (stereo not drawn)	-17	2	2	-4	8	10	5	-14	-7	-4	18
CCN1CCN(Cc2nc3cc(NC(=O)COc4ccc([N+](=O)[O-])cc4)ccc3n2C)CC1	20	-8	9	15	-9	9	-14	0	-5	-1	9
O=C(CN1C(=O)NC2(CCCCC2)C1=O)NNC(=O)C1CC1	-2	4	1	6	-10	3	3	-7	-2	10	-16
CCc1ccccc1NC(=O)CC1S/C(=N\c2nccs2)N(CC)C1=O (stereo not drawn)	-10	-3	20	-1	4	-2	-13	2	1	-1	-12
O=C(CN1C(=O)NC2(CCCCCC2)C1=O)Nc1ccc(Cl)cc1Cl	10	-14	11	22	-3	-3	1	-6	-5	-9	-5
CNC(=S)Nn1cnc2ccccc21	9	3	-8	-7	-9	-14	14	0	-7	3	4
Cc1ccc(-c2[nH]ncc2/C=C(\C#N)C(=O)NC2CCCCC2)cc1	6	16	2	-12	29	18	5	12	6	-18	3
c1ccc(-c2noc(COc3ccc4c(c3)OCO4)n2)cc1	-88	-13	-70	-30	0	-47	-39	3	-58	1	-96
C=CCn1c(SCC(=O)N(C)CC(=O)Nc2ccc(C)cc2)nnc1-c1ccncc1	-15	15	5	7	9	-6	-17	-7	1	-11	7
COc1ccc(-c2csc(/C(C#N)=C/Nc3cc4oc5ccccc5c4cc3OC)n2)cc1	-8	-3	1	11	-10	-28	-8	-15	-4	8	2
Cc1cc2cc(CNC(=S)Nc3ccc(OC(F)F)cc3)ccc2n1C	7	-28	10	-9	0	-6	2	-7	-2	-14	0
CCN(CC)S(=O)(=O)c1ccc(C(=O)OCC(=O)NCCN2C(=O)CSC2=O)cc1	-7	6	23	7	-7	0	5	3	8	1	5
Cc1ccc(SCC(=O)OCC(=O)NCCc2ccccc2)cc1C	-1	3	6	-23	9	-17	-4	-10	4	-7	2
O=C1NC2C(NC(=O)N2C2CCCCC2)N1C1CCCCC1 (stereo not drawn)	-4	-3	18	8	8	-4	-2	3	-6	-5	-1
CN(C)S(=O)(=O)c1ccc(N=Cc2c(C(F)(F)F)[nH][nH]c2=O)cc1	18	1	15	-3	5	5	2	-4	-22	-14	1
O=C(CN1C(=O)c2ccccc2S1(=O)=O)NCCSCc1cccc(Cl)c1	-11	-1	5	-6	8	-9	-7	-2	-3	6	0
Cc1cc(Nc2cccc(F)c2)n2ncnc2n1	-3	-10	2	-7	-10	-4	-1	-4	3	4	12
Cc1ncsc1C(=O)N1N=C2/C(=C/c3ccccc3)CCCC2C1c1ccccc1 (stereo not drawn)	-4	13	-14	10	-5	9	-16	-2	5	-5	-12
COc1cccc(/C=N/NC(=O)CN(C2=NS(=O)(=O)c3ccccc32)c2ccccc2)c1	-1	-4	28	4	9	-1	14	-3	5	-24	1
COc1cccc(C(c2c(C)[nH]n(-c3ccccc3)c2=O)c2c(C)[nH]n(-c3ccccc3)c2=O)c1O	-12	-6	-5	-4	0	-4	8	-9	-3	-7	10
Cc1ccc(C(=O)OCC(=O)Nc2c(C)nn(-c3ccccc3)c2C)c(O)c1	-19	-1	-7	-6	-20	6	-22	-8	6	2	-13
CCC1(C)NC(=O)N(CC(=O)Nc2sc3c(c2C(N)=O)CCC3)C1=O (stereo not drawn)	-9	-8	14	-6	-7	5	12	3	-3	9	0
CC(=O)N1CCCN(Cc2cn(-c3ccc(C)cc3)nc2-c2ccc(F)cc2)CC1	-13	-6	-8	-24	6	-27	-5	-2	2	-6	1
CC1CCN(C(c2ccc(N(C)C)cc2)c2nnnn2C(C)(C)C)CC1 (stereo not drawn)	-23	6	-6	-3	17	9	-3	-12	0	-1	6
COc1ccc(NC(=O)Cn2nc(C(F)(F)F)c3c2CCCC3)cc1OC	-16	-4	9	20	4	23	14	6	7	4	-4
CCOC(=O)Oc1ccc(C(=O)OCCCN(C)C)cc1OC	1	-16	-8	11	9	-16	-11	12	-17	8	-28
O=C(COC(=O)Cn1cnc2ccccc2c1=O)Nc1ccccc1Sc1ccc(Cl)cc1	-21	-2	1	4	-4	21	8	4	14	3	8
O=C(Nc1ccccc1)N(C1=NCCCCS1)c1cccc2ccccc12	-22	-30	-11	-10	2	-13	-35	-8	-8	-2	-20
CCCCCCCCn1ccc(=N)cc1	9	-6	11	42*	2	0	19	30	15	7	25
Cc1ccnc(NC(=O)CNC(=O)c2ccc(Br)o2)c1	-19	13	-7	-20	12	29	-39	0	-5	4	-4
O=C(NCc1ccccc1)N1CCN(c2ccccc2)CC1	0	4	6	-1	-6	1	-40	-16	-5	-7	13
CCOc1ccc(OCc2ccc(C(=O)Nc3cccc(C)n3)o2)cc1	0	-22	-8	-21	-12	-27	-18	7	-3	4	-1
N/C(=N\OC(=O)CCC1CCCC1)c1cccnc1	-7	-7	-3	-3	-1	-54	1	3	-30	6	6
O=C1c2ccccc2C(=O)N1CCCc1cn(C[C@H]2CC[C@H](Cn3cc(CCCN4C(=O)c5ccccc5C4=O)nn3)O2)nn1	-17	-19	14	-4	-32	7	-6	-10	-2	-1	-3
Cc1ccc(S(=O)(=O)N2CCCC(c3nnc4n3-c3ccccc3SC4)C2)cc1 (stereo not drawn)	23	30	-1	10	-7	nt	-7	1	-3	6	14
Cc1cc(N2CCN(c3ccccc3)CC2)nc(NCc2ccccc2)n1	3	-13	-14	4	11	-3	-5	12	-2	-7	6

# Carrying on.
Structure	NCOA1 inh	TWEAK Fn14 block	LRH-1 inv ag	NR2F2 inh	CF NFkB inh	TROY NFkB inh	NCOA2 inhibitor	TRAIL sens C8	EBV LMP1 NFkB	KKLEB tox	NCOA3 inh
COc1ccc(OC)c(C2NC(=O)NC(C)=C2C(=O)OC2CCCCC2)c1 (stereo not drawn)	14	11	-7	10	13	1	-26	1	0	6	19
COc1cc(C(=O)OCn2nnc3ccccc3c2=O)cc(OC)c1OC	-15	-28	9	13	-2	8	-22	18	4	-2	13
C=C(C)CSc1nnc([C@@H](NC(=O)OC(C)(C)C)C(C)CC)o1 (stereo partly drawn)	0	-7	3	6	16	-4	0	2	4	-14	9
Oc1ccc(N2CCN(Cc3ccc(OCCCN4CCCCC4)cc3)CC2)cc1	10	-1	8	-8	-5	-3	2	4	12	1	10
O=C(NCc1ccc(F)cc1)NC(=O)c1ccc(Cl)cc1	17	-21	19	2	-34	0	16	19	3	2	4
O=C(C1=C[C@@H](c2ccccc2)C[C@@H](OCc2ccc(CO)cc2)O1)N1CCCCCCC1	0	-25	-4	16	-12	2	-1	-6	-7	-1	8
Cn1c(COc2ccc3ccccc3c2)nnc1SCC(=O)OC1CCCCC1	2	-14	10	3	3	3	7	-34	-5	-4	15
COC(=O)CSc1nc(-c2ccc(F)cc2)cc(C(F)(F)F)n1	-6	-13	9	11	-4	5	-31	9	-1	-2	13
CCNC(=S)Nc1ccc(-c2nc3ccccc3[nH]2)cc1	-87	-33	-181	-27	-12	-22	-70	24	-26	0	-68
O=C(O)Cc1ccccc1C(=O)O	-3	-6	-12	-6	12	-10	11	-18	-2	-10	15
Clc1ccc(CSc2ccc(-c3ccccn3)nn2)cc1	-25	-22	-28	10	22	-28	-26	15	-7	-1	-64
COc1cccc(NC(=O)c2ccc3c(c2)OCO3)c1	-97	22	-119	-24	4	1	-50	53*	4	5	-85

# High-throughput results deposited in PubChem by several laboratories.
